# High-throughput results (PubChem BioAssay)
# 14-3-3 PPI: 14-3-3 gamma protein interaction modulation | FP, 14-3-3gamma / TMR-pS259-Raf peptide binding | inhibition, % at 40 µM | 160,000 compounds, 0.19% hits; in the data active = inhibition above about 30%;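 note: 0% = protein plus tracer without compound and 100% = blank with tracer alone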
# Target sequence (P61981 whole entry, looked up): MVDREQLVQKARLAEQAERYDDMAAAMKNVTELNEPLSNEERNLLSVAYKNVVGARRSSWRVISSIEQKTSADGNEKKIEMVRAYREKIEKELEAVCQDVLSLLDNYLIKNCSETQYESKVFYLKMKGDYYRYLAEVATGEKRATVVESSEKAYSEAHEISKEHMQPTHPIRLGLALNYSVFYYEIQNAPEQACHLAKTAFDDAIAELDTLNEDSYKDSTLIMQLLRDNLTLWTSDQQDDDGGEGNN
# * marks the source's active call; other numbers are inactive results; & = joins results of further samples. A portion of the library. The share of hits here may be higher or lower than overall.
14-3-3 PPI | molecule
-8 | COc1ccc(-n2cnnc2SCC(=O)N(C)C2CCS(=O)(=O)C2)cc1 (centres undefined)
-11 | COC(=O)c1ccc(C2NC(=O)NC(O)(C(F)(F)F)C2C(C)=O)cc1 (centres undefined)
-8 | CCN(CC)c1ccc(NS(=O)(=O)c2cc(Br)cc3c2N(C(C)=O)C(C)C3)c(C)c1 (centres undefined)
-11 | CC(C)C[C@H]1C(=O)N2CCC[C@H]2[C@]2(O)O[C@](NC(=O)[C@@H]3C=C4c5cccc6[nH]c(Br)c(c56)C[C@H]4N(C)C3)(C(C)C)C(=O)N12
3 | Cc1cc(Cl)ccc1NC(=O)c1c(-c2ccccc2Cl)noc1C
-18 | Cc1cccc(NC(=O)c2ccc(S(=O)(=O)N3CCCCC3)cc2)c1
5 | CCCCN1C2=NCCCN2c2cc(C)c(C)cc21
-2 | Cc1noc(C)c1COC(=O)c1ccc2c(c1)OCO2
-10 | CCOC(=O)C1CCCN(S(=O)(=O)c2ccc(Br)s2)C1 (centres undefined)
-4 | c1ccc(Cn2nnc3c(N4CCc5ccccc5C4)ncnc32)cc1
0 | COc1ccc(CNC(=O)C2CCNCC2)cc1
-1 | Cc1nnc(SCC(=O)NCCN2C(=O)CSC2=O)s1
-10 | O=S(=O)(NCc1ccc(Cl)cc1)c1cccc2nsnc12
4 | COc1ccc(CCNC(=O)CSc2nnc(-c3cccc(F)c3)o2)cc1OC
-7 | COc1ccccc1C(CC(=O)Nc1nccs1)c1ccco1 (centres undefined)
4 | Cn1cccc1Cc1nnc(SCC(=O)N2CCN(c3ccccc3)CC2)n1-c1ccc(F)cc1
0 | Cc1ccc(CCC(=O)Nc2ccc(F)cc2)o1
-24 | CC(=O)c1c(C)n(-c2ccc(Cl)cc2)c2ccc(OC(=O)COc3ccccc3)cc12
1 | CCOC(=O)c1c(C)[nH]c(C)c1-c1ccccc1OC
-7 | CCc1ccc(N2C(=O)c3ccccc3NC2c2ccc(OC)cc2)cc1 (centres undefined)
-9 | Cn1c(=O)c2c(nc(CN3CCc4ccccc4C3)n2CC(=O)c2ccccc2)n(C)c1=O
-9 | CCCCOC(=O)C1=C(C)Nc2nnnn2C1c1cc(OC)ccc1OC (centres undefined)
5 | Cc1cccc(NC(=O)c2sc3ncnc(N4CCOCC4)c3c2C)n1
-4 | CC1=C(C(=O)OC2CCCCC2)C(c2cccc(O)c2)NC(=O)N1 (centres undefined)
2 | Cc1ccc(Cn2ncc3c(N4CCCC4)ncnc32)cc1
-3 | Cc1cccc(C(C)C)c1N1C(=O)c2cccnc2C1=O
-8 | COc1ccccc1C(=O)n1nc(-c2ccco2)nc1N
-4 | O=C(NC1CCCCC1)N1CCCC(c2nc3ccccc3[nH]2)C1 (centres undefined)
-10 | CC(=O)Nc1nc2c(c3c1c(=O)oc1ccccc13)CCCCC2
-7 | CCSc1nc2ccccc2n1CC(N)=O

# Structures listed so far that have bromine:
14-3-3 PPI | molecule
-8 | CCN(CC)c1ccc(NS(=O)(=O)c2cc(Br)cc3c2N(C(C)=O)C(C)C3)c(C)c1 (centres undefined)
-11 | CC(C)C[C@H]1C(=O)N2CCC[C@H]2[C@]2(O)O[C@](NC(=O)[C@@H]3C=C4c5cccc6[nH]c(Br)c(c56)C[C@H]4N(C)C3)(C(C)C)C(=O)N12
-10 | CCOC(=O)C1CCCN(S(=O)(=O)c2ccc(Br)s2)C1 (centres undefined)

# Other records
14-3-3 PPI | molecule
1 | Cc1ccc(-c2nnc(SCC(=O)Nc3ccc4c(c3)OCCO4)n2N)cc1
-9 | CC(=O)N1CCc2cc(Br)cc(S(=O)(=O)CCC(=O)N3CC=C(c4ccccc4)CC3)c21
1 | CC(=O)c1cccc(NC(=O)N2CCCC2C(=O)NCc2ccc(C)cc2)c1 (centres undefined)
4 | CC(=O)NC1=NC(=O)/C(=C/N2CCOCC2)S1
-3 | O=C(Oc1ccc(Cl)cc1)c1cccc(S(=O)(=O)N2CCOCC2)c1
-17 | Cc1c(C(=O)NC2CC2)oc2ccc(S(=O)(=O)N3CCOCC3)cc12
-181 | CCOc1ccc2ccccc2c1C1Nc2ccccc2-c2nnc(SCC)nc2O1 (centres undefined)
-7 | CCN1C(=O)c2cccc3c(S(=O)(=O)NC4CCCCC4)ccc1c23
-18 | Cc1cc(C)cc(OCC(=O)Nc2nccs2)c1
2 | Oc1ccccc1-c1nnc(COc2ccc(Cl)cc2Cl)o1
-14 | COc1ccc(NC(=O)C2CCCN(S(=O)(=O)c3cccs3)C2)cc1Cl (centres undefined)
-78 | Cn1c(=O)c2c(nc3oc(-c4ccc(F)cc4)cn32)n(C)c1=O
5 | N#CCSc1nc(NCc2ccc3c(c2)OCO3)c2ccccc2n1
-236 | N#Cc1c(Nc2ccc(F)cc2)sc2c(O)cc(=O)[nH]c12
-2&-12 | O=C(Nc1cccnc1)c1cnc2ccccc2n1
11 | CCN1CCN(S(=O)(=O)c2ccc(OC)c(Br)c2)CC1
2 | CC1CCCCC1N=CC1=C(O)CC(C)(C)CC1=O (centres undefined)
-24 | O=C(NCCc1ccccc1)c1nc2nc(-c3cccs3)cc(C(F)(F)F)n2n1
1 | COc1ccccc1Nc1nnc(SCC(=O)N2CCCC2=O)s1
-2 | Cc1ccc(C)c(NC(=O)CSc2nnc(C)c3ccccc23)c1
-3 | Cc1cccc2cc(=O)[nH]c(C)c12
-11 | CCCCn1c(SCC(=O)NC(=O)NCc2ccco2)nc2cc(S(N)(=O)=O)ccc21
-5 | CCCCNC(=O)Cn1c(=O)n(-c2ccc(C)c(C)c2)c(=O)c2c(C)c(C)sc21
-20 | CC(=O)c1ccc(N=Cc2ccc(OCc3ccc(F)cc3)cc2)cc1
1 | COc1ccccc1C1C(C(=O)OC(C)C)=C(C)NC2=C1C(=O)CCC2 (centres undefined)
-16 | Cc1c2c(nc3c(C(=O)NCc4ccc5c(c4)OCO5)cnn13)CCCC2
2 | COc1ccc(Cl)cc1NC(=O)c1sc2nc(C)nc(N3CCCCC3)c2c1C
-4 | CCOC(=O)c1nnc(-c2ccccc2)o1
7 | COc1cccc(C(C#N)N2CCCCC2)c1O (centres undefined)
-2 | O=C(NCc1ccco1)c1cc(=O)[nH]c2ccc(S(=O)(=O)N3CCCCC3)cc12
-3 | Cc1cccc(NS(=O)(=O)c2cnc[nH]2)c1
-12 | CC(=O)N1CCc2cc(S(=O)(=O)NCCC(=O)N3CCN(Cc4ccccc4)CC3)ccc21
-22 | CC1Cc2cc(/C(O)=C3/C(=O)C(=O)N(CC4CCCO4)C3c3ccco3)ccc2O1 (centres undefined)
-5 | COc1cccc(C(=O)/C=C/Nc2cc(C)ccc2O)c1
-4 | O=C(NCc1ccco1)Oc1ccccc1
4&-32 | CCOc1ccc(S(=O)(=O)N2CCN(c3ccc(OC)cc3)CC2)c2cccnc12
-5 | Cn1c2ccc(Br)cc2c2nnc(SCC(=O)Nc3ccc(Cl)cc3)nc21
-4 | COC(=O)C(NC(C)=O)(Nc1ncc(Cl)cc1Cl)C(F)(F)F (centres undefined)
1 | COc1ccc(C(=O)CSC#N)cc1OC
1 | Cn1nnnc1SCCOc1ccc(C#N)cc1
-8 | O=c1c2cc(Br)ccc2nc2n1CCCCC2
0 | CCCN(CCO)Cc1cccc(Cl)c1
-4 | CCNC(=O)NC(=O)C(C)SCc1ccccc1C (centres undefined)
-73 | CCOCC(=O)Nc1ccc2c(c1)OCCO2
-12 | CC(=O)NC12CC3CCC(CC(C3)C1)C2
-16 | O=C1c2cccc3c([N+](=O)[O-])ccc(c23)C(=O)N1c1ccc(Br)cc1
-4 | CCCn1c(=O)c(C(=O)Nc2ccccc2C(=O)OCC)c(O)c2ccccc21
-6 | COc1cc(NS(=O)(=O)c2ccc(NC(=O)C3CCCO3)cc2)nc(OC)n1 (centres undefined)
-3&4 | O=C(N1CCOCC1)C12CCC3CC(CC(C3)C1)C2
5 | N#Cc1ccc(NC(=O)c2nn3c(C(F)(F)F)cc(-c4ccccc4)nc3c2Cl)cc1
16 | O=C(NCCN1CCCCC1)c1ccc(=O)oc1
4 | CCOc1ccc(NC(=O)c2sc3ncnc(N4CCN(c5ccccc5OC)CC4)c3c2C)cc1
-1 | CCc1ccccc1-n1c(-c2ccncc2)n[nH]c1=S
-9 | O=C(Nc1ccc(-c2noc(COc3ccccc3Cl)n2)cc1)c1ccco1
1 | O=C(CC(c1ccccc1)c1ccccc1)NCCO
-1 | COc1cc(C2CC(=O)Nc3ccccc3S2)cc(OC)c1OC (centres undefined)
-1 | O=C(O)CCC(=O)Nc1nc(-c2ccc(Cl)cc2)cs1
-8 | Cc1sc2ncn(CC(=O)NCc3cccnc3)c(=O)c2c1S(=O)(=O)N1CC(C)CC(C)C1 (centres undefined)
-23 | O=C(CC1(O)C(=O)Nc2ccc(F)cc21)c1ccccn1 (centres undefined)
4 | COc1ccc(C(=O)Nc2c3c(nn2-c2ccc(F)cc2)CS(=O)(=O)C3)cc1OC

# The final seven compounds of the section above open the next one.
14-3-3 PPI | molecule
-9 | O=C(Nc1ccc(-c2noc(COc3ccccc3Cl)n2)cc1)c1ccco1
1 | O=C(CC(c1ccccc1)c1ccccc1)NCCO
-1 | COc1cc(C2CC(=O)Nc3ccccc3S2)cc(OC)c1OC (centres undefined)
-1 | O=C(O)CCC(=O)Nc1nc(-c2ccc(Cl)cc2)cs1
-8 | Cc1sc2ncn(CC(=O)NCc3cccnc3)c(=O)c2c1S(=O)(=O)N1CC(C)CC(C)C1 (centres undefined)
-23 | O=C(CC1(O)C(=O)Nc2ccc(F)cc21)c1ccccn1 (centres undefined)
4 | COc1ccc(C(=O)Nc2c3c(nn2-c2ccc(F)cc2)CS(=O)(=O)C3)cc1OC
-6 | O=C1CCCC2=C1C(c1cccs1)n1nc(SCc3ccccc3)nc1N2 (centres undefined)
-3 | CCCNC(=O)c1noc2c1CCCC2
-5 | Cc1cccc(C)c1NC(=O)CN1C(=O)c2cccc3cccc1c23
1 | Cc1nnc(SCC(=O)N2CCOCC2)c2ccccc12
-2 | COc1ccccc1C(=O)NCCc1nc2ccccc2[nH]1
-5 | COc1ccc(C2C(C(=O)c3cccs3)=C(O)C(=O)N2c2nnc(C)s2)cc1OC (centres undefined)
8 | O=C(NCCc1ccccc1Cl)C1CC(=O)N(C2CCCCC2)C1 (centres undefined)
2 | CCSc1nnc2c(n1)OC(c1ccc(OCC(=O)O)c(OC)c1)Nc1ccc(Br)cc1-2 (centres undefined)
-7 | Cc1ccc(O)c(C2=NNC(O)(C(F)(F)C(F)F)C2)c1 (centres undefined)
-16 | Cc1ccc(Nc2nc(-c3cc4ccccc4oc3=O)cs2)cc1
-21 | Cc1c(C(=O)Nc2cnccn2)oc2ccccc12
-3 | CCOc1ccc2c(c1)sc(=NC(=O)c1ccc(S(=O)(=O)N3CCCCC3)cc1)n2CC
-2 | O=C(NC1CCCCC1)C1c2ccccc2C(=O)N1c1cccc(C(F)(F)F)c1 (centres undefined)
-7 | CC(C)c1ccccc1N=C1SCCN1C1CCS(=O)(=O)C1 (centres undefined)
-16 | Cc1cc(OCC(=O)Nc2ccc3c(c2)Cc2ccccc2-3)cc(C)c1Cl
0 | O=C1CSC(c2ccccn2)N1Cc1cn2ccccc2n1 (centres undefined)
-2 | O=C(NCCc1ccccc1)C1CCN(S(=O)(=O)N2CCC3(CC2)OCCO3)CC1
-5 | CCc1nnc(NC(=O)COc2ccc(C)cc2)s1
-4 | COc1cccc(-n2c(=O)c3c(C)c(C)sc3n(CC(=O)NCc3ccc(C)cc3)c2=O)c1
4 | COc1ccccc1NC(=O)c1cc(S(=O)(=O)NCCC2=CCCCC2)ccc1F
1 | CC1CC(C)CN(S(=O)(=O)N2CCC(C(=O)NC3CCCCCCC3)CC2)C1 (centres undefined)
-7 | COc1ccc(C=C2SC(=O)N(CCCC(=O)Nc3cccc(O)c3)C2=S)cc1
-3 | O=C(Nc1ccc(Oc2ccc(Cl)cc2)cc1)c1ccc2c(c1)OCCO2
6 | O=C(Cn1c(=O)oc2cc(S(=O)(=O)N3CCCCCC3)ccc21)NC1CCCCCCC1
-4 | O=C(Cc1ccccc1)NC(NCC12CC3CC(CC(C3)C1)C2)(C(F)(F)F)C(F)(F)F
-22 | O=[N+]([O-])c1cc(Cl)ccc1N1CCN(S(=O)(=O)c2cccc3nonc23)CC1
0 | Cc1ccc(SC(C)c2nc(-c3ccncc3)no2)cc1 (centres undefined)
0 | Cc1ccc(C)c(NC(=O)c2c(C)cc(Cl)nc2Cl)c1
9 | Cc1cc2ccccc2n1CCNC(=O)c1cc([N+](=O)[O-])ccc1Cl
-17 | CCOC(=O)c1cc2c(=O)n3ccccc3nc2n(CC2CCCO2)c1=NC(=O)c1cccc(OC)c1OC (centres undefined)
5&-7 | CC1CCCCN1S(=O)(=O)c1ccc2c(c1)CCN2C(=O)C1CCC1 (centres undefined)
-1 | Cc1cc(NC(=O)CSc2nc3ccsc3c(=O)n2NC(=O)c2ccccc2)no1
-6 | O=c1cc(-c2ccc(O)cc2)oc2cc(O)cc(O)c12
4 | O=[N+]([O-])c1ccc(N2CCN(S(=O)(=O)c3ccccc3)CC2)c2ncccc12
-7 | CC1CCN(CCCNC(=O)c2cn(C)c(=O)c3c2c2ccccc2n3C)CC1
-5 | COC(=O)C1C(O)=C(C=NC2CCCCC2)C(=O)CC1(C)C (centres undefined)
-15 | Cc1ccccc1-c1cc(C(=O)Nc2cccc([N+](=O)[O-])c2)c2ccccc2n1
-2 | Cc1ccc(CNC(=O)C2CCC(CNS(=O)(=O)c3ccc(Br)s3)CC2)cc1 (centres undefined)

# A few values from above.
# 14-3-3 PPI with CC1CCN(CCCNC(=O)c2cn(C)c(=O)c3c2c2ccccc2n3C)CC1 reads -7
# 14-3-3 PPI with O=[N+]([O-])c1ccc(N2CCN(S(=O)(=O)c3ccccc3)CC2)c2ncccc12 reads 4
# 14-3-3 PPI with COC(=O)C1C(O)=C(C=NC2CCCCC2)C(=O)CC1(C)C (centres undefined) reads -5
# 14-3-3 PPI with Cc1ccccc1-c1cc(C(=O)Nc2cccc([N+](=O)[O-])c2)c2ccccc2n1 reads -15

# 2 successive entries out of the list so far, for reference:
14-3-3 PPI | molecule
5&-7 | CC1CCCCN1S(=O)(=O)c1ccc2c(c1)CCN2C(=O)C1CCC1 (centres undefined)
-1 | Cc1cc(NC(=O)CSc2nc3ccsc3c(=O)n2NC(=O)c2ccccc2)no1
